# High-throughput results: PubChem BioAssay, Broad Institute
# IDH1 R132H inh – blocks human IDH1 R132H reductase activity. O75874. diaphorase/resazurin fluorescence, 60 min. inhibition, % at 10 µM. actives 0.18% (n = 70,000). AID 624101; in the data active = inhibition above about 34%;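 note: 0% = DMSO and 100% = no enzyme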
# EZH2 inh – EZH2 (human) methyltransferase inhibition; inhibition, % at 12.5 µM; Q15910; actives 0.35% (n = 57,000); PRC2 H3K27 methylation, DELFIA TRF, 1 h;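 active = mean inhibition of replicates at least 50% and every single replicate also reaching 50%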;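 note: dimethyl H3K27 on biotinylated H3 21-44 peptide detected by antibody; plate controls were median neutral control wells for no effect and median positive control wells for full effect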
# Target sequence (Q15910 whole entry, looked up): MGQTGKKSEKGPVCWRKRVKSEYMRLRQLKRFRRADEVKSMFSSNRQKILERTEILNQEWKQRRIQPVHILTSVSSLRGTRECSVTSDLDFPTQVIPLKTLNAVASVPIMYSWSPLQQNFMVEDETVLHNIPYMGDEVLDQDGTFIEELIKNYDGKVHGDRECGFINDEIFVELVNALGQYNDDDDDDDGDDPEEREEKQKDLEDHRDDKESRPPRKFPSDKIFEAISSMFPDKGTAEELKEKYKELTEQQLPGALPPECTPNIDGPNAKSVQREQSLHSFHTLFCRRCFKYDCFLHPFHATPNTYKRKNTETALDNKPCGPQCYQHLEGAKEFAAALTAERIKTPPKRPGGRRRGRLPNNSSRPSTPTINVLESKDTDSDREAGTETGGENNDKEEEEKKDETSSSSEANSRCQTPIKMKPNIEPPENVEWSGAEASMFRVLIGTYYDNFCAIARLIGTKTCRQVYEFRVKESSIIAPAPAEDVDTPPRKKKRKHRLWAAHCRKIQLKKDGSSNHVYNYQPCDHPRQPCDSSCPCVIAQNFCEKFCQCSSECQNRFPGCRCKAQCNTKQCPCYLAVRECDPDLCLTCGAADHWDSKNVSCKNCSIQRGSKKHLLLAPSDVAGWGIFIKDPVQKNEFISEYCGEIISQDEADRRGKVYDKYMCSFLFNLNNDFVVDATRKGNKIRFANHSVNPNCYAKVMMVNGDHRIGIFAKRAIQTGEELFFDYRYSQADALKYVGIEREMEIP
# Active calls of the source: *; . = not tested or not shown. Only part of the results is shown (hit frequency here may not be typical).
SMILES	EZH2 inh	IDH1 R132H inh
CC(=O)Nc1ccccc1NS(=O)(=O)c1ccccc1[N+](=O)[O-]	8	-0.1
COc1ccccc1S(=O)(=O)N[C@@H]1C=C[C@@H](CC(=O)N2CCCCC2)O[C@H]1CO	7	0.2
O=C(N[C@H]1C=C[C@@H](CC(=O)N2CCN(c3ccccc3)CC2)O[C@H]1CO)c1ccncc1	-2	0.2
C[C@H](CO)N1C[C@H](C)[C@@H](CN(C)Cc2ccc(F)cc2)Oc2ncc(C#Cc3cccnc3)cc2C1=O	11	0.1
O=C(C[C@H]1CC[C@H](NC(=O)c2ccc3c(c2)OCO3)[C@@H](CO)O1)NCc1ccc(F)cc1	-1	-0.2
CC(C)C#Cc1cnc2c(c1)C(=O)N([C@H](C)CO)C[C@@H](C)[C@H](CN(C)C(=O)c1ccccc1)O2	.	0.0
C[C@H](CO)N1C[C@H](C)[C@@H](CN(C)C(=O)C2CC2)Oc2ncc(-c3ccc(C(=O)N(C)C)cc3)cc2C1=O	13	1.5
COc1ccccc1-c1ccc2c(c1)O[C@@H](CN(C)Cc1ccc3c(c1)OCO3)[C@H](C)CN([C@@H](C)CO)S2(=O)=O	18	-1.2
C[C@H]1CN([C@@H](C)CO)C(=O)c2cc(C#CCN(C)C)cnc2O[C@@H]1CN(C)Cc1ccccc1	-16	0.7
C[C@H]1CCCCO[C@H](CN(C)CC2CC2)[C@@H](C)CN([C@@H](C)CO)C(=O)c2cc(NC(=O)CCC(F)(F)F)ccc2O1	.	1.3
Cc1onc(-c2c(F)cccc2Cl)c1C(=O)Nc1cccc(Cn2cccn2)c1	-8	0.0
C[C@@H]1CCCCO[C@@H](CN(C)C(=O)C2CCCCC2)[C@@H](C)CN([C@H](C)CO)C(=O)c2cc(NC(=O)CCC(F)(F)F)ccc2O1	.	7.2
C[C@@H]1CN([C@H](C)CO)C(=O)c2cc(NC(=O)NC3CCCCC3)ccc2O[C@@H](C)CCCCO[C@@H]1CN(C)C(=O)c1ccncc1	.	2.9
CC(C)NC(=O)Nc1ccc2c(c1)C(=O)N([C@@H](C)CO)C[C@@H](C)[C@H](CN(C)C(=O)Nc1ccc3c(c1)OCO3)OCCCC[C@@H](C)O2	.	1.4
Cc1cc(I)ccc1NC(=O)CN(c1ccccc1F)S(C)(=O)=O	-2	-0.1
O=C(C[C@@H]1C=C[C@H](NC(=O)C2CCOCC2)[C@@H](CO)O1)NCCc1cscn1	8	-0.2
Cc1ccccc1-c1nnc(SCC(=O)Nc2ccc(Br)c(C)c2C)n1C	0	-0.3
O=C(Nc1ccccc1F)N[C@@H]1CC[C@H](CCNC(=O)C2CC2)O[C@@H]1CO	-5	0.4
C[C@@H]1CCCCO[C@@H](CN(C)Cc2ccc(Cl)c(Cl)c2)[C@@H](C)CN([C@H](C)CO)C(=O)c2cc(NC(=O)NC3CCCCC3)ccc2O1	.	-0.3
Cc1ccc(NS(=O)(=O)c2cc(C(=O)NCC3CCCO3)ccc2Cl)cc1C (stereo not given)	-1	-1.7
CC(C)NC(=O)Nc1ccc2c(c1)C(=O)N([C@H](C)CO)C[C@H](C)[C@@H](CN(C)C(=O)c1ccccc1)OCCCC[C@H](C)O2	14	-12
O=C(C[C@H]1C=C[C@@H](NC(=O)Nc2ccccc2)[C@@H](CO)O1)NCc1ccccn1	5	-0.1
CNC[C@H]1OCCCC[C@@H](C)Oc2ccc(NC(=O)C3CCCCC3)cc2C(=O)N([C@H](C)CO)C[C@@H]1C	4	0.1
C[C@@H]1CN([C@H](C)CO)C(=O)c2cccc(NC(=O)c3ccc(-c4nccs4)cc3)c2O[C@H]1CN(C)C(=O)Nc1ccc(F)cc1	.	-5.1
COC(=O)c1ccc(OCC(=O)Nc2cc(OC)ccc2OC)c(OC)c1	-5	0.0
N#C/C(=C\c1ccc(C2=CCOc3ccccc32)s1)S(=O)(=O)c1ccccc1	21	-0.3
C[C@@H]1CN([C@H](C)CO)C(=O)c2cccc(NS(=O)(=O)c3cccs3)c2O[C@H]1CN(C)C(=O)Nc1ccc(C(F)(F)F)cc1	.	0.5
C[C@@H]1CN([C@H](C)CO)C(=O)c2cc(NC(=O)Nc3ccc(F)cc3)ccc2O[C@@H](C)CCCCO[C@H]1CN(C)C(=O)Nc1ccc(F)cc1	.	-2.2
C[C@@H]1CN([C@H](C)CO)C(=O)c2cc(C#CC(C)(C)O)cnc2O[C@H]1CN(C)C(=O)C1CCC1	2	.
CSc1ncc(Cl)c(C(=O)Nc2sc3c(c2C(=O)NCc2ccco2)CCC3)n1	22	0.1
CCO[C@H]1OC(C(=O)NC2CC2)=C[C@@H](C2CC2)[C@@H]1CCCO	-2	.
O=C(CCN1CCCCC1)N[C@@H]1CC[C@@H](CCn2cc(-c3ccccc3)nn2)O[C@H]1CO	-2	0.3
O=C(C[C@H]1CC[C@@H](NC(=O)CN2CCOCC2)[C@H](CO)O1)NCCc1ccncc1	19	0.5
C[C@H](CO)N1C[C@H](C)[C@H](CN(C)S(=O)(=O)c2ccc(F)cc2)Oc2ccc(NC(=O)c3ccncc3)cc2C1=O	-1	1.2
O=C(N[C@@H]1CC[C@@H](CCNS(=O)(=O)c2ccccc2Cl)O[C@H]1CO)c1ccccc1	-6	-0.1
C[C@@H]1CN([C@@H](C)CO)C(=O)c2c(c3ccccc3n2C)-c2ccccc2CO[C@@H]1CN(C)Cc1ccc(C(=O)O)cc1	23	4.0
CCOc1ccc(NC(C)=O)cc1	-7	-0.2
OC(COc1ccc2ccccc2c1)Cn1cncn1 (stereo not given)	21	0.9
C[C@H]1CN([C@@H](C)CO)C(=O)c2cc(NC(=O)CCN3CCOCC3)ccc2O[C@H]1CN(C)Cc1ccc(Cl)c(Cl)c1	-6	.
COCc1cn(CC[C@H]2CC[C@@H](NC(=O)Nc3c(C)noc3C)[C@H](CO)O2)nn1	14	0.1
C[C@@H]1CN([C@H](C)CO)C(=O)c2cc(NC(=O)C3CC3)ccc2O[C@@H]1CN(C)S(=O)(=O)c1cn(C)cn1	.	-1.1
CCC(=O)NC(c1c(C)[nH]n(-c2ccccc2)c1=O)(C(F)(F)F)C(F)(F)F	-2	0.0
O=C(NCC[C@@H]1CC[C@@H](NC(=O)C2CCCCC2)[C@@H](CO)O1)c1cc(Cl)cc(Cl)c1	6	-1.2
C[C@H](CO)N1C[C@H](C)[C@@H](CN(C)C(=O)c2ccc(F)cc2)OCc2ccccc2-c2ccccc2C1=O	11	-1.0
Cc1noc(C)c1NC(=O)N(C)C[C@@H]1OCCCC[C@@H](C)Oc2ccc(NS(C)(=O)=O)cc2C(=O)N([C@@H](C)CO)C[C@H]1C	.	1.9
CO[C@H]1CN(C)C(=O)c2ccc(NC(=O)C3CCOCC3)cc2OC[C@H](C)N(C(C)=O)C[C@H]1C	9	0.1
C[C@H](CO)N1C[C@H](C)[C@H](CN(C)C(=O)Nc2ccc3c(c2)OCO3)Oc2ccc(NS(=O)(=O)c3cccs3)cc2CC1=O	.	-3.4
C[C@@H]1CCCCO[C@@H](CN(C)Cc2ccc(Cl)c(Cl)c2)[C@@H](C)CN([C@H](C)CO)C(=O)c2cc(NS(=O)(=O)c3cn(C)cn3)ccc2O1	.	7.0
CO[C@H]1CN(C)C(=O)c2cc(NC(=O)c3ccc(-c4ccccc4)cc3)ccc2OC[C@@H](C)NC[C@H]1C	-22	-0.1
Cc1noc(C)c1S(=O)(=O)N(C)C[C@H]1OCCCC[C@H](C)Oc2ccc(NC(=O)c3ccccc3)cc2C(=O)N([C@@H](C)CO)C[C@H]1C	.	0.2

# Gathered by group, the compounds so far with an aryl thioether with sulfur outside any ring
SMILES	EZH2 inh	IDH1 R132H inh
Cc1ccccc1-c1nnc(SCC(=O)Nc2ccc(Br)c(C)c2C)n1C	0	-0.3
CSc1ncc(Cl)c(C(=O)Nc2sc3c(c2C(=O)NCc2ccco2)CCC3)n1	22	0.1

# The listing continues.
SMILES	EZH2 inh	IDH1 R132H inh
C[C@@H]1CN([C@@H](C)CO)C(=O)c2cc(NC(=O)CCCCCC(=O)Nc3ccccc3N)ccc2O[C@@H]1CN(C)C(=O)NC1CCCCC1	10	.
COc1ccc(S(=O)(=O)N(C)C[C@@H]2Oc3ccc(NS(=O)(=O)c4ccccc4)cc3CC(=O)N([C@@H](C)CO)C[C@@H]2C)cc1	.	-0.4
O=C(COc1ccccc1Br)NCc1cccnc1	1	0.0
C[C@@H]1CN([C@@H](C)CO)S(=O)(=O)c2ccc(C#C[C@@H](C)O)cc2O[C@H]1CN(C)Cc1ccccn1	-9	4.2
CC(C)NC(=O)Nc1ccc2c(c1)CC(=O)N([C@@H](C)CO)C[C@@H](C)[C@H](CN(C)C(=O)Nc1ccc(F)cc1)O2	3	0.7
CN(C)CC(=O)Nc1ccc2c(c1)[C@H]1C[C@@H](CC(=O)NCc3ccccc3F)O[C@@H](CO)[C@H]1O2	6	-0.2
C[C@@H]1CN([C@H](C)CO)C(=O)c2cc(-c3ccccc3)cnc2O[C@@H]1CN(C)C(=O)C1CCCCC1	-10	-0.4
C[C@@H]1CN([C@H](C)CO)C(=O)c2cccc(NC(=O)Nc3ccc(C(F)(F)F)cc3)c2O[C@@H]1CN(C)C(=O)Nc1ccc(F)cc1	.	1.1
Cc1ccc(S(=O)(=O)N(C)C[C@@H]2Oc3ccc(NC(=O)NC4CCCCC4)cc3C(=O)N([C@@H](C)CO)C[C@H]2C)cc1	-28	0.1
CC(C)NC(=O)Nc1ccc2c(c1)C(=O)N([C@@H](C)CO)C[C@H](C)[C@H](CN(C)S(C)(=O)=O)O2	-2	0.5
COc1cccc(C(=O)Nc2ccc3c(c2)OC[C@H](C)N(C)C[C@H](C)[C@H](OC)CN(C)C3=O)c1	7	0.2
COc1ccc(NC(=O)CC2Sc3ccc(C(F)(F)F)cc3NC2=O)c(OC)c1 (stereo not given)	-7	-0.3
CO[C@@H]1CC(OC2CCC3(C)C(CCC45CCC(C6=CC(=O)OC6)C(C)(CCC43)C5=O)C2)O[C@H](C)[C@@H]1O[C@@H]1O[C@H](CO[C@@H]2O[C@H](CO)[C@@H](O)[C@H](O)[C@H]2O)[C@@H](O)[C@H](O)[C@H]1O (stereo not given in full)	.	2.0
Cc1ccc(C(=O)Nc2cccc(NC(=O)COc3ccc(Br)cc3)c2)cc1	5	0.1
CN(CC(=O)N1CCC(C(N)=O)CC1)S(=O)(=O)c1ccc(F)cc1	1	2.2
C[C@H]1CN([C@@H](C)CO)S(=O)(=O)c2ccc(C#Cc3cccnc3)cc2O[C@@H]1CN(C)C(=O)CN(C)C	0	0.1
CCCC#Cc1ccc2c(c1)O[C@@H](CN(C)C(=O)c1ccccc1F)[C@@H](C)CN([C@H](C)CO)S2(=O)=O	-8	0.9
Cc1noc(C)c1NC(=O)Nc1ccc2c(c1)CC(=O)N([C@@H](C)CO)C[C@H](C)[C@@H](CN(C)C(=O)Nc1c(C)noc1C)O2	.	0.0
C[C@@H]1CN([C@H](C)CO)S(=O)(=O)c2ccc(-c3ccc(C(=O)N(C)C)cc3)cc2O[C@@H]1CN(C)C(=O)C1CCOCC1	.	-0.3
C/C=C/c1ccc2c(c1)O[C@H](CN(C)Cc1cccc(F)c1)[C@H](C)CN([C@H](C)CO)S2(=O)=O	9	1.6
C[C@@H]1CCCCO[C@@H](CN(C)CC2CCCCC2)[C@@H](C)CN([C@@H](C)CO)C(=O)c2cc(NC(=O)CCC(F)(F)F)ccc2O1	.	-2.4
O=C(CCCCCCC(=O)N/N=C/c1ccoc1)NO	-9	-0.4
O=C(NCCCN1CCCC1=O)Nc1ccc(Cl)cc1	2	0.0
Cc1ccc(S(=O)(=O)Nc2cccc3c2O[C@H](CN(C)C(=O)Nc2cccc4ccccc24)[C@@H](C)CN([C@@H](C)CO)C3=O)cc1	.	-1.9
COc1ccc(NC(=O)N[C@@H]2CC[C@@H](CCNC(=O)CCN3CCCCC3)O[C@@H]2CO)cc1	1	0.1

# Exported with two lines to a compound: entries from further up.
# Every second line gives: EZH2 inh | IDH1 R132H inh
- O=C(NCCCN1CCCC1=O)Nc1ccc(Cl)cc1
 : 2 | 0.0
- Cc1ccc(S(=O)(=O)Nc2cccc3c2O[C@H](CN(C)C(=O)Nc2cccc4ccccc24)[C@@H](C)CN([C@@H](C)CO)C3=O)cc1
 : . | -1.9
- COc1ccc(NC(=O)N[C@@H]2CC[C@@H](CCNC(=O)CCN3CCCCC3)O[C@@H]2CO)cc1
 : 1 | 0.1

# More structures.
SMILES	EZH2 inh	IDH1 R132H inh
O=C(N[C@@H]1CC[C@@H](CC(=O)N2CCCCC2)O[C@H]1CO)c1ccccn1	2	0.1
C[C@@H]1CN([C@@H](C)CO)C(=O)c2cc(NC(=O)CCC(F)(F)F)ccc2O[C@@H]1CN(C)Cc1ccc2c(c1)OCO2	0	-0.2
O=C(C[C@@H]1C[C@H]2c3cc(NC(=O)c4ccc5c(c4)OCO5)ccc3O[C@H]2[C@@H](CO)O1)NCCN1CCCCC1	7	-0.5
C[C@H](CO)N1C[C@H](C)[C@H](CN(C)Cc2ccc(C(F)(F)F)cc2)Oc2ccc(NC(=O)Cc3cn(C)c4ccccc34)cc2CC1=O	.	-1.1
C[C@H](CO)N1C[C@H](C)[C@@H](CN(C)C)Oc2cc(-c3ccc(C#N)cc3)ccc2S1(=O)=O	-7	0.6
COc1ccc(NC(=O)N(C)C[C@@H]2Oc3ccc(NS(C)(=O)=O)cc3C(=O)N([C@@H](C)CO)C[C@H]2C)cc1	.	-0.4
